Compound activity from PubChem BioAssay.
GAA glycogen mod: inhibitors or activators of human alpha-glucosidase glycogen cleavage; actives 0.38% (n = 300,000); Potency, µM (series often up to 76.4 µM), inactives show top-dose activity change, negative = inhibition, most hits filed as inhibitors; recombinant GAA, glycogen substrate, Amplex Red glucose oxidase fluorescence; AID 2100; P10253;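 also: 0% = full enzyme reaction and -100% = no-enzyme basal signal; the screen sought inhibitors and activators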
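Recombinant human enzyme (4 nM); glycogen substrate; 37 C, 40 min, pH 5.0. Readout: coupled glucose oxidase/Amplex Red fluorescence.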
Tau fluor counter: counter-screen for tau fibril formation inhibitors; tau K18 P301L (four-repeat tau fragment) Alexa594 fluorescence, heparin fibrillization; Potency, µM (doses to about 57.7 µM), for inactives: top-dose activity change, negative = decrease; actives 0.93% (n = 280,000); also: % is scaled to controls: 0 for no effect and ±100 for the full control effect; nearly all actives have a fitted effect of over 55% in size
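Human K18 P301L tau (15 uM unlabeled plus 0.24 uM Alexa 594-labeled, final) in 100 mM sodium acetate pH 7 was mixed with compound and 20 uM heparin and incubated 6 hr at 37 C.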
aGal spleen mod: inhibits or activates alpha-galactosidase in human spleen homogenate; P06280; human spleen homogenate, 4MU-alpha-Gal fluorescence, 40 min; Potency, µM (top dose mostly 80 µM), for inactives: top-dose activity change, negative = inhibition, hits mostly inhibitors; actives 0.008% (n = 240,000); AID 2107;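 also: 0% = enzyme with vehicle and -100% = no enzyme basal signal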
Target sequence (P06280 32-429 limits assumed): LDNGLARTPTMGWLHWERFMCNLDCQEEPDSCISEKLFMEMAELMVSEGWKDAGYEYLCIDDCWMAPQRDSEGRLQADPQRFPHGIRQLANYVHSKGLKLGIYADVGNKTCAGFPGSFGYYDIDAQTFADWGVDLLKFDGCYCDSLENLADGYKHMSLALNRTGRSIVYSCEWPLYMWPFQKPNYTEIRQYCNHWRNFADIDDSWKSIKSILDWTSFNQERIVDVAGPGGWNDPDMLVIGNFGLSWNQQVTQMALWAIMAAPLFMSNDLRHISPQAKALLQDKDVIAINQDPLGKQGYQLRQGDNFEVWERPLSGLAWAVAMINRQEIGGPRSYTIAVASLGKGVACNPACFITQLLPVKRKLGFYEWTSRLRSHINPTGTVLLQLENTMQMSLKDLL
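Human spleen homogenate (1 ug) as enzyme source, 4-methylumbelliferyl-alpha-D-galactopyranoside 1 mM final, citrate/phosphate pH 5.0 with 0.01% Tween-20. Compounds 40 min at 37C, NaOH/glycine stop; fluorescence Ex 365/Em 440, Hill-fit AC50.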
NPSR antag: antagonists of human neuropeptide S receptor cAMP signaling; AID 1461; CHO-NPSR cells, cAMP TR-FRET, antagonist mode; actives 1% (n = 220,000); Potency, µM (highest dose often 38.3 µM), without a hit: at the highest dose activity change, negative = inhibition, most hits filed as inhibitors; also: % is scaled to controls: 0 for no effect and ±100 for the full control effect; nearly all actives have a fitted effect of over 50% in size; many of its hits are not listed in these tables
Target sequence (Q6W5P4 whole entry, looked up): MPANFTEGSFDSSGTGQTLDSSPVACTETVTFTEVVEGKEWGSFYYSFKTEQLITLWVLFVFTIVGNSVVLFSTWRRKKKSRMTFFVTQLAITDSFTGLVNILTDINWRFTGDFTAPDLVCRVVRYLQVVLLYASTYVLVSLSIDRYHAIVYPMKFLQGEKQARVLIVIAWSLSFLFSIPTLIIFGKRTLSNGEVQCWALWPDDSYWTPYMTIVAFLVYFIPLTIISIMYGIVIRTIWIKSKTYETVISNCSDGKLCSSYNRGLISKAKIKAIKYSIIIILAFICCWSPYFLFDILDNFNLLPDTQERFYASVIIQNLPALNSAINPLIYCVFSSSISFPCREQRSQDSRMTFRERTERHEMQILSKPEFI
Epigenetic derep: derepresses silenced GFP reporter in murine cells | murine LDR cells, GFP reporter derepression, 30 h | Potency, µM (doses to about 53.9 µM), for the others: at the highest dose GFP activation, actives largely listed as activators | actives 0.2% (n = 280,000); also: % of control where 0% means no effect; nearly all actives have a fitted effect of over 60% in size
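Murine LDR cells bearing a silenced CMV-driven GFP reporter were exposed to compound for 30 h at 37 C. After PBS washes, GFP-positive cells (20-120 um objects) counted by laser-scanning microplate cytometry.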
GAA inhib: alpha-glucosidase (human) inhibition; P10253; purified human GAA, 4-MU-alpha-glucoside fluorescence; Potency, µM (titrated, usually from 76.9 µM), for inactives: at the highest dose activity change, negative = inhibition, actives largely listed as inhibitors; actives 0.005% (n = 200,000); AID 1466;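 also: plate controls were uninhibited enzyme wells for no effect and no-enzyme background for full effect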
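Activity normalized between no-enzyme (basal) and enzyme-only wells. Conditions: 4 nM human enzyme, 400 uM fluorogenic substrate, citrate/phosphate pH 5.0 with Tween-20, 20 min room temperature, compounds up to 77 uM.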
ALDH1A1 block: inhibitors of human aldehyde dehydrogenase 1A1. actives 7.3% (n = 220,000). P00352. Potency, µM (series often up to 75.3 µM), for inactives: at the top dose activity, negative = inhibition, hits mostly inhibitors. Purified ALDH1A1, NADH fluorescence, propionaldehyde substrate; active = well fitted inhibition curve with a large enough effect, not every such curve was filed as active; inconclusive = small, poorly fitted or top-dose-only effect, or another doubt; inactive = no such curve, though single readings can be large or run the other way;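 also: plate controls were no enzyme wells and a reference inhibitor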
aGlu spleen mod: lysosomal alpha-glucosidase (human) modulation | Potency, µM (doses to about 79.9 µM), without a hit: top-dose activity change, negative = inhibition, hits mostly inhibitors | AID 2112 | P10253 | actives 0.006% (n = 240,000) | human spleen homogenate, 4-MU-alpha-glucoside fluorescence;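 also: 0% = enzyme with vehicle and -100% = no enzyme basal signal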
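AC50 values come from Hill-equation fits of concentration-response data, normalized to no-enzyme and full-activity controls. Enzyme source: 1 ug human spleen homogenate; 1 mM fluorogenic 4-MU glucoside, pH 5.0 citrate buffer, 37 C, 40 min.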
An asterisk follows results filed as active; ? = inconclusive; . = not tested or not shown; [ ] = remark or other dose. Unless noted, calls follow the shape of the dose curve; as a rule, active = well fitted curve in the direction sought with a large enough effect; inconclusive = small, poorly fitted or top-dose-only effect, or another doubt; inactive = no such curve, though single readings can be large; an effect the other way counts as inactive or inconclusive. Potency is read from the fitted curve at half-maximal effect. Not all compounds are listed. The share of hits here may be higher or lower than overall.

SMILES | NPSR antag | ALDH1A1 block | Tau fluor counter | aGlu spleen mod | GAA glycogen mod | Epigenetic derep | aGal spleen mod | GAA inhib
CCc1cc2cc(C)cc(C)c2nc1SCC(=O)N1CCN(C(=O)c2ccco2)CC1 | ? | ? | -5% | -2% | -10% | -0.5% | 0% | -10%
COc1ccc(C(=O)Nc2ccc(-c3nnn(CC(=O)NCc4ccco4)n3)cc2)cc1 | 10% | . | -10% | -2% | 10% | 3.2% | -1% | .
CC1C(=O)OC(c2ccc(Br)cc2)C(C)(C)C1=O (stereo unspecified) | -15% | . | -9% | 1% | 9% | -3.6% | 1% | .
CC(=O)NC(=S)Nc1ccc(NC(=O)COc2ccc(C(C)C)cc2)cc1 | 9% | ? | -9% | 4% | 9% | 0.0% | -1% | -1%
O=C(NNC1CC(=O)N(c2ccc(Br)cc2)C1=O)c1ccco1 (stereo unspecified) | 10% | 0% | -1% | -9% | 6% | -1.4% | 3% | -2%
O=C(O)CCCN=Cc1c(O)c2ccccc2oc1=O | 7% | ? | 1% | -1% | -2% | 5.2% | -17% | -4%
CCOC(=O)c1cc(-c2ccc(/C=C3/C(=O)NC(=O)C(C#N)=C3C)o2)ccc1Cl | -17%[46.1 µM] | 8.9µM* | ? | -11% | -5% | -1.3% | -10% | 0%
COc1cc(CN(C)Cc2cc(=O)n3ccsc3n2)ccc1OC(F)F | 17% | 6% | 4% | 1% | 6% | -3.6% | 12% | -10%
Cc1ccc(OCCCC(=O)Nc2ccccc2C(F)(F)F)cc1 | -7%[46.1 µM] | -4% | -8% | -4% | -8% | -1.1% | -2% | -13%
O=C1CC(C(=O)Nc2ccc(C(=O)N3CCOCC3)cc2)C2(CCCCC2)O1 (stereo unspecified) | -9%[46.1 µM] | 8% | -16% | 2% | 5% | 0.0% | 9% | 5%
Cc1ccsc1/C=N/n1cnc2sc(C)c(C)c2c1=O | -22%[46.1 µM] | -51% | -12% | 0% | -15% | -0.5% | -9% | 0%
CC(C)CC(=O)NC(=S)Nc1ccccc1F | -17%[46.1 µM] | -4% | 0% | -8% | 2% | -1.1% | -4% | 0%
CCCC(=O)Nc1cc(OC)c(NC(=O)NC2CCCCC2)cc1OC | -13%[46.1 µM] | -1% | 0% | -4% | -8% | -1.0% | 6% | -3%
CCOC(=O)c1ccc(NCc2nc3ccccc3[nH]2)cc1 | 6% | ? | -3% | -9% | 9% | -1.0% | -7% | -1%
O=[N+]([O-])c1ccc(-n2ccnc2)cc1 | -21% | 3% | 2% | 4% | 7% | 0.4% | 7% | 4%[15.4 µM]
OC1CCN(Cc2nc(Cc3ccccc3Cl)no2)CC1 | -15% | 0% | -6% | -8% | 3% | 0.0% | -9% | -1%
CC(C)COc1ccc(C(=O)CCN2CCCCC2)cc1 | -14%[46.1 µM] | 0.1µM* | 6% | -4% | 2% | -1.5% | 1% | -7%
OCCN1CCN(C(=S)c2ccc(Cl)c(Cl)c2)CC1 | 11%[46.1 µM] | ? | -22% | -6% | 1% | -0.9% | -3% | -15%
CC(=O)c1c(-c2ccc(Cl)cc2Cl)noc1C | -7% | 10% | -2% | -4% | 7% | -0.4% | -5% | 2%[15.4 µM]
CCN(CC)CC(=O)c1c(N)n(Cc2ccccc2)c(=O)n(C)c1=O | 13% | -1% | -12% | -1% | 4% | -1.6% | -3% | -5%
COC(=O)C(C(=O)OC)c1ncc(C(F)(F)F)cc1Cl | 9% | 3% | 10% | -13% | 3% | -2.3% | 2% | 3%
Cc1cccc(-n2ncc3c(N4CCC(C)CC4)ncnc32)c1 | -15%[46.1 µM] | 14µM* | -19% | -3% | -5% | -0.9% | -3% | -1%
CN(C(=O)CSc1nnc(-c2cccs2)o1)C1CCS(=O)(=O)C1 (stereo unspecified) | 2% | 9% | -2% | -4% | 0% | -0.1% | -3% | 1%
COCCn1c(-c2ccccc2)nc2oc3ccccc3c(=O)c2c1=O | -5%[46.1 µM] | ? | -3% | -5% | 2% | -1.0% | 3% | -4%
CC1=C/C(=N\NC(=O)c2ccccc2)CC1 | 11% | 17% | 11% | 8% | -15% | 0.0% | 5% | 4%
C=C(C)CSc1nc2ncccc2[nH]1 | -5%[46.1 µM] | -4% | 5% | -10% | -7% | -1.0% | 10% | -1%
Nc1cc(N)nc(SCC(=O)Nc2ccc3c(c2)OCCCO3)n1 | -9%[46.1 µM] | ? | -1% | -2% | 9% | 1.9% | -3% | 10%
CCOc1ccc2nc(NC(=O)c3ccccn3)sc2c1 | ? | . | -18% | -5% | -1% | 0.0% | -1% | .
O=C(CSc1ccc2nnc(-c3cccnc3)n2n1)c1ccccc1 | -2% | ? | -5% | . | -13% | 0.0% | 2% | -7%
C=C(CO)C1Cc2c(ccc3c2OC2COc4cc(OC)c(OC)cc4C2C3=O)O1 (stereo unspecified) | . | 22µM* | -21% | -2% | . | -0.1% | -7% | .

Full records, looked up by structure. Order of screens: NPSR antag	ALDH1A1 block	Tau fluor counter	aGlu spleen mod	GAA glycogen mod	Epigenetic derep	aGal spleen mod	GAA inhib
Results for `CCN(CC)CC(=O)c1c(N)n(Cc2ccccc2)c(=O)n(C)c1=O` = 13%	-1%	-12%	-1%	4%	-1.6%	-3%	-5%
Results for `Cc1cccc(-n2ncc3c(N4CCC(C)CC4)ncnc32)c1` = -15%[46.1 µM]	14µM*	-19%	-3%	-5%	-0.9%	-3%	-1%
Results for `O=C(CSc1ccc2nnc(-c3cccnc3)n2n1)c1ccccc1` = -2%	?	-5%	.	-13%	0.0%	2%	-7%

More results follow.
SMILES | NPSR antag | ALDH1A1 block | Tau fluor counter | aGlu spleen mod | GAA glycogen mod | Epigenetic derep | aGal spleen mod | GAA inhib
O=[N+]([O-])c1ccc(/C=N/NC(=S)Nc2ccccc2)o1 | -48% | 2% | -7% | 2% | -17% | 0.0% | 3% | 0%
CSc1cccc(NC(=O)CN(C)S(=O)(=O)c2ccccc2)c1 | -7%[46.1 µM] | 21% | -9% | -3% | 2% | -1.1% | 2% | -3%
O=C1C2C3C=CC(C4CC34)C2C(=O)N1/N=C/c1ccc(-c2ccc([N+](=O)[O-])cc2)o1 (stereo unspecified) | -19% | -2% | -22% | ? | -2% | 0.3% | 6% | -6%
CCCCCn1c(=O)c(F)cn(Cc2ccc(OC)c([N+](=O)[O-])c2)c1=O | -8%[46.1 µM] | ? | -21% | 6% | -2% | -1.2% | 8% | 1%
CCc1noc(C)c1C(=O)N1CC(C)OC(C)C1 (stereo unspecified) | ? | 7% | -5% | -4% | 5% | -0.9% | -3% | -3%
Cc1cccc(C)c1OC(=O)CSc1nnc(-c2ccccc2O)o1 | -1%[46.1 µM] | ? | -9% | -2% | 0% | -0.7% | 2% | -5%
Cc1cc(C)c(C)c(S(=O)(=O)NCc2ccc(C(=O)N3CCCCC3)cc2)c1C | -21% | ? | -9% | -18% | 0% | -1.0% | ? | -11%
COc1ccc(Cl)cc1NC(=S)Nc1ccccc1C | -5% | -13% | -7% | 5% | -25% | 2.8% | 11% | 3%
CCOC(=O)CNC(=O)CSc1nnc(SCC(=O)NCC(=O)OCC)s1 | -1%[46.1 µM] | 0.25µM* | -3% | 4% | -8% | 7.1% | 13% | ?
O=C(CCN1C(=O)c2ccccc2C1=O)Nc1nc2ccccc2s1 | 17% | 2% | 6% | -5% | 3% | 0.0% | -9% | 0%
CC1CCc2sc(C(=O)NCc3ccc(F)cc3)cc2C1 (stereo unspecified) | -20%[46.1 µM] | ? | -22% | 0% | 0% | -3.8% | 3% | -6%
Cc1ccc(Nc2c([N+](=O)[O-])c(=O)n(C)c3ccccc23)cc1 | 10% | -5% | -12% | 9% | -8% | -1.1% | 3% | 4%
O=C(Nc1ccccn1)C12CC3CC(C1)CC(C(=O)Nc1ccccn1)(C3)C2 | 13%[46.1 µM] | 5% | -1% | 5% | 2% | 0.4% | 5% | 9%
COc1ccc(C(=O)NC2CCN(C(=S)Nc3ccccc3C)CC2)cc1 | 0% | -9% | -7% | -4% | 13% | 1.6% | 0% | 5%
O=C(Cn1c(C(F)(F)F)nc2ccccc21)N=Nc1c(O)[nH]c2ccc(Br)cc12 | -31% | 3% | ? | 5% | 0% | 4.9% | 6% | 4%
O=C(NCCN1CCOCC1)c1cc(-c2cccs2)on1 | -1%[46.1 µM] | -9% | 6% | 2% | 10% | ? | -1% | -5%
N=c1c2c(ncn1CCCO)Oc1cc(O)ccc1C2c1ccccc1 (stereo unspecified) | -16% | . | -20% | -1% | 6% | 0.1% | -6% | .
COc1ccc(OC)c(NC(=O)C(CC(C)C)NC(=O)C2CCCCC2)c1 (stereo unspecified) | -26%[46.1 µM] | 4% | -16% | -4% | -6% | 2.1% | -6% | -8%
CCOC(=O)c1ccc(NC(=O)c2nc[nH]c2C(=O)NC)cc1 | 11% | . | -1% | -10% | 5% | -0.6% | -1% | .
O=C(CNC(=O)c1cccc(F)c1)OCC(=O)N1CCN(C(=O)c2ccco2)CC1 | 7% | . | -3% | 1% | -6% | 2.5% | 3% | .
COC(=O)c1ccc(COc2ccc(/C=N/NC(N)=S)cc2)o1 | 12% | ? | -19% | -4% | -13% | -0.8% | 3% | 4%
COc1cc(-n2c(=O)c3ccccc3n(CC(=O)OCc3ccccc3)c2=O)cc(OC)c1OC | 16% | 7% | 0% | 9% | 4% | -0.1% | 7% | 3%
Cc1cccnc1NC(=O)c1c(O)c2cccc3c2n(c1=O)CCC3 | 0%[46.1 µM] | -8% | -6% | 3% | 4% | 1.6% | 0% | -1%
Cn1c2ccccc2c(=O)c2c(=O)n(C3CCCCCC3)c(C3CCCCC3)nc21 | -53% | 9% | -2% | -3% | 18% | -1.0% | -4% | 0%
CCc1ccc(-c2csc3ncn(CC(=O)N4CCOCC4)c(=O)c23)cc1 | -7%[46.1 µM] | -2% | -7% | -3% | 5% | -0.3% | 3% | 3%
Cc1cccc(-n2c(SCC(=O)N3CC(=O)Nc4ccccc43)nc3ccccc3c2=O)c1C | -11% | -8% | -17% | -7% | -8% | -1.0% | -14% | -6%
N#CC1=C(N)SC(N)=C(C#N)C1CCC1CCCCC1 | -1%[46.1 µM] | 14µM* | ? | -9% | -13% | -0.8% | 4% | 2%
COc1ccc(-c2cn3c(C)c(C(=O)NC(C)C)sc3n2)cc1 | -6%[46.1 µM] | -2% | -3% | -4% | -8% | -0.4% | -1% | -3%
O=C(Nc1ccc(F)cc1)Nc1ccccc1C(=O)NCCN1CCNC1=O | -6% | -4% | -3% | 0% | 4% | 0.4% | -2% | 0%[15.4 µM]
COC(=O)[C@@H]1C[C@H]1[C@@H](NC(=O)c1cc(C)on1)c1ccccc1 | . | 2% | -7% | 7% | . | 8.9% | 3% | .
